FH mod – Identification of activators of human fumarate hydratase by quantitative high-throughput screening; Fumarate hydratase, mitochondrial (Homo sapiens), P07954; FH coupled MDH/diaphorase resazurin fluorescence, 15 min; 54,000 compounds, 0.22% hits; Potency, µM (titrated, usually from 79.9 µM), without a hit: at the top dose activity change, negative = inhibition, usual class: inhibitors; note: potency is the fitted concentration of half-maximal effect; % is set by controls: 0 for no effect and ±100 for the full control effect; the screen sought activators but most active calls are inhibition curves; nearly all actives have a fitted effect of over 45% in size
p53null 39C tox – p53 null cell cytotoxicity, nonpermissive temperature; H1299 p53-null (neo) cells, 39C, ATPlite viability, 24 h; Potency, µM (doses to about 46.1 µM), for the others: at the top dose activity, negative = cell killing, actives largely listed as cytotoxic; 55,000 compounds, 0.97% hits;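 note: potency is the fitted concentration of half-maximal effect; 0% = DMSO only and -100% = full killing by 100 µM tamoxifen; nearly all actives have a fitted effect of over 50% in size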
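Temperature-shift cytotoxicity format: compound titrations on p53-null or A138V-expressing H1299 cells held 24 hr at 39C, cell ATP then measured, AC50 from Hill model.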
p53null 32C kill – selectivity test: cytotoxicity in p53 null cells, permissive temperature; H1299-neo p53 null cells, ATP luminescence, 24 h, 32C; Potency, µM (top dose mostly 46.1 µM), for inactives: at the top dose activity change, negative = cytotoxicity, actives largely listed as cytotoxic; 55,000 compounds, 0.62% hits;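 note: potency is the fitted concentration of half-maximal effect; 0% = DMSO only and -100% = full killing by 100 µM tamoxifen; nearly all actives have a fitted effect of over 55% in size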
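We seeded p53-null H1299-neo cells, incubated them overnight at 37C, and added compounds across a range up to 46 uM. After 24 hours at 32C, ATP reagent was applied for 20 min at room temperature and luminescence recorded.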
NTMT1 inhibitor – blocks human N-terminal methyltransferase 1 activity; NTMT1 MTase-Glo SAH luminescence, purified enzyme; AID 1645870; Q9BV86; 59,000 compounds, 2.5% hits; Potency, µM (doses to about 114 µM), inactives show at the top dose activity change, negative = inhibition, actives largely listed as inhibitors;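 note: potency is the fitted concentration of half-maximal effect; plate controls were DMSO vehicle for no effect and no enzyme for full effect; nearly all actives have a fitted effect of over 65% in size; many of its hits are not listed in these tables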
Target sequence (Q9BV86 whole entry, looked up): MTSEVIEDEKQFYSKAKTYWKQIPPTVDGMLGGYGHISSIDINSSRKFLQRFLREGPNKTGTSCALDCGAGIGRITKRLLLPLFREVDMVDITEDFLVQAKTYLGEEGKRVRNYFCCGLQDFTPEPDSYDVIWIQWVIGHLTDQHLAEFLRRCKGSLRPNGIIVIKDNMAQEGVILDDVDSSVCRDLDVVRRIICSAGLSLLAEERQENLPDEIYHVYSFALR
B2AR arrestin ag – agonists recruiting beta-arrestin to human beta2-adrenergic receptor. HTLA Tango cells, beta-arrestin recruitment, luciferase luminescence, 18 h. Potency, µM (doses to about 46.1 µM), inactives show at the top dose activation, most hits filed as activators. 44,000 tested, under 10 active;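 note: potency is the fitted concentration of half-maximal effect; 0% = DMSO and full agonism = EC100 isoproterenol or metaproterenol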
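Tango cells (recombinant beta2-AR, beta-arrestin, tTA-driven luciferase), 1500/well in DMEM 1% FBS, treated 18 h at 37 °C with compounds up to 46 µM; luciferin mix added, luminescence read after 15 min; %activity curves fitted and curve-classed.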
GALK inh – inhibitors of human galactokinase (GALK); P51570; recombinant GALK, Kinase-Glo ATP luminescence, 1 h; Potency, µM (doses to about 57.5 µM), for the others: at the highest dose activity, negative = inhibition, hits mostly inhibitors; 44,000 tested, under 10 active;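 note: plate controls were full GALK reaction for no effect and reaction lacking GALK for full effect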
Target sequence (P51570 whole entry, looked up): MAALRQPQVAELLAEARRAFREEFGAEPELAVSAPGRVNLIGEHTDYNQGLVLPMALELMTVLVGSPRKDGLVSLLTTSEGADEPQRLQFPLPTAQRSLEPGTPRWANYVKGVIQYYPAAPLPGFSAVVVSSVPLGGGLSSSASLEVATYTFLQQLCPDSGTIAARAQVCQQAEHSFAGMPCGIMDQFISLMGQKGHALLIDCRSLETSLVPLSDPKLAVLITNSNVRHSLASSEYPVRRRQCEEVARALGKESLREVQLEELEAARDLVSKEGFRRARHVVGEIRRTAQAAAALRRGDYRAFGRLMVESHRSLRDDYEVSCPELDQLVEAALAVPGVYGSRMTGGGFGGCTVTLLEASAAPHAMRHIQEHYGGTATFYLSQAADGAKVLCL
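5 nM GALK with 35 µM ATP and 100 µM galactose in HEPES pH 8.0, MgCl2, NaCl, DTT, BSA; 1 h RT reaction, remaining ATP detected by Kinase-Glo Plus luminescence after 10 min; qHTS concentration series.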
TSG101-PTAP inh – inhibitors of HIV-1 PTAP binding to human TSG101, validation | Q99816 | Fluorescence polarization, FITC-PTAP peptide/Tsg101, 20 min | Potency, µM (doses to about 115 µM), for the others: at the top dose activity change, negative = inhibition, usual class: inhibitors | 44,000 tested, under 10 active; note: potency is the fitted concentration of half-maximal effect; 0% is about no effect
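Compounds pinned into 10 uM Tsg101 binding domain, then 50 nM FITC-PTAP peptide added in pH 7.5 HEPES buffer; FP read after 20 min, room temperature. Total S+P intensity flags fluorescent compounds; active cut-off <25 µM, efficacy <60%.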
* = called active by the depositor; ? = inconclusive; nt = not tested or not shown; [ ] = remark or other dose. Calls come from the whole dose curve; as a rule, active = well fitted curve in the direction sought with a large enough effect; inconclusive = small, poorly fitted or top-dose-only effect, or another doubt; inactive = no such curve, though single readings can be large; an effect the other way counts as inactive or inconclusive. These rows are one share of the data, so the mix of outcomes need not match the whole.

Letter code – A = FH mod; B = p53null 39C tox; C = p53null 32C kill; D = NTMT1 inhibitor; E = B2AR arrestin ag; F = GALK inh; G = TSG101-PTAP inh
O=S(=O)(NCC(c1ccco1)S(=O)(=O)c1cccs1)c1ccc(Cl)cc1 (centres undefined)
  A = -14%; B = -11%; C = 11%; D = 10%; E = -3%; F = -4%; G = -9%
O=C(Nc1ccc(Br)cc1)C(Cc1ccccc1)NS(=O)(=O)c1cccc2nsnc12 (centres undefined)
  A = -3%; B = 0%; C = -3%; D = 20%; E = -1%; F = -2%; G = 1%
COc1cc(OC)cc(C(=O)Nc2cccc(-c3cn4ccsc4n3)c2)c1
  A = -12%; B = -22%; C = ?; D = 7%; E = 1%; F = 1%; G = -3%
Cc1ccc(C)c(CN2C(=O)c3ccccc3S(=O)(=O)c3ccc(C(=O)N4CCCC4)cc32)c1
  A = -12%; B = 1%; C = -8%; D = -5%; E = -1%; F = 9%; G = -8%
O=C(NCc1ccccc1Cl)c1ccc2c(c1)N(Cc1ccccc1)CCS2
  A = -36%; B = 18%; C = 0%; D = 20%; E = 1%; F = 4%; G = 0%
CCCc1cc(=O)[nH]c(Nc2cc(C)ccc2OC)n1
  A = nt; B = 4%; C = 26%; D = nt; E = -1%; F = -1%; G = -1%
COc1ccccc1Nc1nn2c(=O)c3ccc(C(=O)NCCCOC(C)C)cc3nc2s1
  A = 1%; B = -20%; C = -14%; D = -5%; E = -1%; F = -5%; G = 0%
COc1ccc(OC)c(NC(=O)CN(c2ccccc2OC)S(=O)(=O)c2ccc(C)cc2)c1
  A = -17%; B = 21%; C = 2%; D = 13%; E = -1%; F = -15%; G = -3%
O=C(CCCn1c(=O)[nH]c2ccccc2c1=O)NCc1ccccc1Cl
  A = 6%; B = 15%; C = -24%; D = 19%; E = 5%; F = 2%; G = -1%
Cc1cc(C)cc(NC(=O)CSCc2cc(=O)c3ccc(C)c(C)c3[nH]2)c1
  A = -3%; B = -7%; C = 9%; D = 9%; E = -1%; F = -3%; G = 0%
CC(C)OCCCNC(=O)Cn1ccc2cc(S(=O)(=O)N3CCCCCC3)ccc21
  A = -5%; B = 7%; C = -5%; D = 9%; E = -1%; F = 1%; G = -5%
O=C(NCc1cccc(F)c1)C1=Cc2cc(Br)ccc2OC1
  A = -14%; B = 10%; C = 21%; D = ?; E = 0%; F = ?; G = 0%
COc1cccc(-c2cc(C(=O)NCc3ccccc3)no2)c1
  A = nt; B = -25%; C = -5%; D = nt; E = -1%; F = 4%; G = 1%
CN1C(C(=O)Nc2ccc(OC(F)(F)F)cc2)=CC(c2ccc3c(c2)OCO3)=NS1(=O)=O
  A = 6%; B = -12%; C = 4%; D = 11%; E = -3%; F = 4%; G = 0%
Cc1ccc(NC(=O)CCn2cccn2)cc1Cl
  A = 8%; B = -1%; C = -5%; D = -3%; E = 0%; F = ?; G = -3%
COC(=O)c1ccc(NC(=O)c2nc(-c3ccc(Cl)cc3)n3c2CCCCC3)cc1
  A = -11%; B = -6%; C = 7%; D = 13%; E = -1%; F = 2%; G = -3%
Cc1cc(Cl)ccc1NS(=O)(=O)c1c(C(=O)N2CCCCCC2)c(C)n(C)c1C
  A = 1%; B = -14%; C = 1%; D = 3%; E = 0%; F = -2%; G = -1%
COc1ccc(-c2nc3c(c(SCC(=O)Nc4ccccc4F)n2)Cc2cc(C)ccc2O3)cc1
  A = -2%; B = -9%; C = -3%; D = 2%; E = 1%; F = 7%; G = 3%
CNS(=O)(=O)c1cn(CC(=O)Nc2cccc(OC)c2)cc1S(=O)(=O)NC
  A = 21%; B = 18%; C = 3%; D = -13%; E = -1%; F = -1%; G = -6%
CCC(C)NC(=O)CCC(=O)NNc1nc2ccccc2c2nc(C)nn12 (centres undefined)
  A = -13%; B = 23%; C = -5%; D = ?; E = -1%; F = 4%; G = 3%

(list continues)
smiles	FH mod	p53null 39C tox	p53null 32C kill	NTMT1 inhibitor	B2AR arrestin ag	GALK inh	TSG101-PTAP inh
CCOC(=O)c1[nH]c(C)c(CCC(=O)Nc2ccc(C)cc2Cl)c1C	-7%	-6%	0%	1%	1%	0%	0%
Cc1ccc(-n2nnnc2CNC(=O)C(C)C)cc1C	-2%	-8%	15%	10%	-1%	2%	0%
COc1ccc(-c2nnn3c2nc(NCCc2ccc(OC)c(OC)c2)c2ccccc23)cc1	-19%	-6%	-17%	-1%	-1%	7%	0%
COc1ccc(C(=O)c2cn(Cc3ccccc3OC)c3cc4c(cc3c2=O)OCO4)cc1	7%	-5%	-7%	18%	0%	0%	-3%
COc1ccc(OC)c(NS(=O)(=O)c2cc3c(cc2Cl)N(C(C)=O)CCO3)c1	-19%	36%[activator]	1%	-3%	0%	0%	1%
COc1ccc(CCNC(=O)Cc2c(C)c3cc(OC)c(OC)cc3oc2=O)cc1	nt	3%	4%	nt	0%	0%	2%
COc1ccc(NC(=O)Cn2cnc3c(nc4n3CCCCC4)c2=O)c(OC)c1	-10%	-5%	-9%	8%	0%	-6%	0%
CCOC(=O)c1c(NC(=O)c2cc3nc(-c4ccc(OC)cc4)cc(C(F)(F)F)n3n2)sc(C)c1C	-12%	7%	-1%	14%	0%	0%	-1%

Screening data (PubChem)
